From PubChem
Cl transport mod – KCC2 (human) Cl- transport modulation | Q9H2X9 | KCC2 cells, thallium flux FluoZin-2 fluorescence | B-score of Tl+ flux slope (higher = more flux/activation; lower = inhibition) at 10 µM | actives 2.2% (n = 190,000) | AID 1456;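 active means thallium flux slope and its plate-corrected score both differing from the plate sample mean at a set confidence after two filtering rounds, in either direction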;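 further: slope of fluorescence scaled to starting intensity during 10 to 20 s after thallium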
L929 necroptosis – blocks zVAD induced death of L929 cells | L929 zVAD necroptosis rescue, ATP luminescence, 24 h; with zVAD 60 µM | viability rescue, % at 10 µM | actives 0.38% (n = 220,000);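 active means activation, scaled between plate controls, above about 75%, limit read from the data; inactive means activation under that limit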;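 further: 0% = zVAD with DMSO and 100% = DMSO alone without zVAD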
FXIIa inh – inhibitors of human coagulation factor XIIa; P00748; AID 800; inhibition, % at 5 µM; purified FXIIa, Boc-QGR-AMC fluorogenic substrate, 2 h; actives 0.3% (n = 220,000); in the data active means inhibition above about 40%;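 further: 0% = enzyme with no compound and 100% = blank without enzyme; many of its hits are not listed in these tables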
Hck Nef HTS – inhibitors of human Hck kinase activated by Nef | inhibition, % at 20 µM | P08631 | AID 463187 | actives 0.68% (n = 220,000) | Recombinant Hck-YEEI plus Nef, Z-Lyte FRET kinase assay;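 active means Hck-Nef kinase inhibition above about 50%, limit read from the data; inactive means inhibition below that limit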;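 further: 0% = DMSO with Hck plus Nef and 100% = Hck alone without Nef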
Target sequence (P08631 whole entry, looked up): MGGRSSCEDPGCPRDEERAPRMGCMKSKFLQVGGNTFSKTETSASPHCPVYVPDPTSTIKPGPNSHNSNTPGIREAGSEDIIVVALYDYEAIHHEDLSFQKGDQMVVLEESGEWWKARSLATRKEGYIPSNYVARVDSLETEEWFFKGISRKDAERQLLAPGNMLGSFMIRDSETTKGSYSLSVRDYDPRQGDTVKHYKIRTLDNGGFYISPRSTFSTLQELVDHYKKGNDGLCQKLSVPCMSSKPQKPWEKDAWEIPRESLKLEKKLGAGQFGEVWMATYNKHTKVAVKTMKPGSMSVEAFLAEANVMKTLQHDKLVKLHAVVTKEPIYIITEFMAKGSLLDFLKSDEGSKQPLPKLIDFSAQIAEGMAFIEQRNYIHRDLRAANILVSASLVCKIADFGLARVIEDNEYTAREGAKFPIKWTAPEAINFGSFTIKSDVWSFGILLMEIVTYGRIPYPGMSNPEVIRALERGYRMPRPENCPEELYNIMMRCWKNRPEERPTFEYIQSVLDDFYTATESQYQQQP
KLK5 inh – kallikrein 5 (human) inhibition | Q9Y337 | recombinant hK5, fluorogenic AMC substrate cleavage | inhibition, % at 5 µM | actives 0.59% (n = 210,000) | AID 873;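 active means inhibition of 40% or more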;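 further: 0% = enzyme controls without compound and 100% = no-enzyme blanks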
Target sequence (Q9Y337 67-293 limits assumed): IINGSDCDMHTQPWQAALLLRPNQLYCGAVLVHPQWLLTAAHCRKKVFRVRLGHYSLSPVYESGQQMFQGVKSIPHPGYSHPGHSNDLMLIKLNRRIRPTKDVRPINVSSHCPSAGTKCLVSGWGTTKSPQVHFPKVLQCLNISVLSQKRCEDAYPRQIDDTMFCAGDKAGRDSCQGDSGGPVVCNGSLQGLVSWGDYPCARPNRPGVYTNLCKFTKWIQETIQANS
thrombin 1536 – blocks human thrombin protease activity. P00734. alpha-thrombin, Boc-VPR-AMC fluorogenic substrate cleavage. inhibition, % at 5 µM. actives 0.26% (n = 220,000);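 active means inhibition at or above 40%; inactive means inhibition below 40%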;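 further: 0% = enzyme with no compound and 100% = wells without enzyme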
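Material: Human alpha-thrombin protein | Buffer or medium: pH 7.5 Tris-saline with Tween 20 | Reagent: Boc-VPR-AMC substrate, 15 µM final | Schedule: Reaction at ambient temperature | Detection: AMC fluorescence at 355 nm excitation and 460 nm emission | Evaluation: Percent inhibition scaled between no-compound controls and no-enzyme blanks | Controls: no-compound enzyme wells and no-enzyme blanks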
FXIa inh – inhibitors of human coagulation factor XIa | inhibition, % at 5 µM | AID 798 | purified FXIa, Boc-Glu-Ala-Arg-AMC fluorogenic substrate | P03951 | actives 0.14% (n = 220,000);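 active means inhibition of at least 40%; inactive means inhibition below 40%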;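 further: fluorescence of freed AMC excited at 355 nm; 0% = enzyme without compound and 100% = no enzyme blank; many of its hits are not listed in these tables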
Rad51 HR inh – Rad51 (human) homologous recombination inhibition; hRad51 DNA strand exchange, fluorescence dequenching; inhibition, % at 10 µM; actives 0.085% (n = 200,000); AID 1385;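 active means inhibition above 40% at the single screening dose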;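 further: 0% = DMSO control wells and 100% = blanks with heterologous ssDNA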
Target sequence (Q06609 whole entry, looked up): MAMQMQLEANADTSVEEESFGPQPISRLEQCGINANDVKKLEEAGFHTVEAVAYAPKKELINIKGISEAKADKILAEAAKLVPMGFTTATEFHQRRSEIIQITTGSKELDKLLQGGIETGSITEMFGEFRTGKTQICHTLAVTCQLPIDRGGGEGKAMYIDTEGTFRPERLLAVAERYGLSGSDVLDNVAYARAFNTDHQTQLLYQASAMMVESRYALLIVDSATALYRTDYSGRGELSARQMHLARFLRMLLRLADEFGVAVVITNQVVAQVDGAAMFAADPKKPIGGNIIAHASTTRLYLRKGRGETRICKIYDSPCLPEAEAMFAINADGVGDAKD
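System: hRad51 filaments on single-stranded DNA; reagent: Fluorescein- and BHQ1-tagged 47-mer duplex; compound dosing: one concentration, 10 µM final; timing: filaments 15 min 37 °C, then compound 30 min; measured by: fluorescein emission 520 nm, excitation 485 nm; benchmarks: per-plate controls and blanks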
TNF death inh – TNF-alpha cell death inhibition in Jurkat FADD-/- cells; Jurkat FADD-/- TNF necroptosis rescue, ATP luminescence, 24 h; 0 = TNF only, 100 = no-TNF cells; actives 0.068% (n = 220,000); activation (protection from cell death), % at 10 µM;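 active means activation, meaning protection from cell death, of at least 50% relative to plate controls; inactive means activation below 50%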;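 further: necroptosis triggered by 40 ng/mL TNF-alpha added together with compound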
Starred values were filed as active, the others as inactive. A portion of the library; rates above refer to the full screens.

Start of the listing, in advance (2 entries):
For CC1CC(C)CN(S(=O)(=O)c2ccccc2[N+](=O)[O-])C1 (stereo not drawn) the results were Cl transport mod 1.4, L929 necroptosis 0.3, FXIIa inh 0, Hck Nef HTS 4, KLK5 inh -15, thrombin 1536 -13, FXIa inh -3, Rad51 HR inh -5 and TNF death inh 1.0.
`Cc1ccc(SCC(=O)N2CCN(c3ccccn3)CC2)cc1` gave Cl transport mod 0.36, L929 necroptosis 0.4, FXIIa inh 4, Hck Nef HTS 12, KLK5 inh -3, thrombin 1536 -6, FXIa inh 0 and TNF death inh 2.8.

All compounds of this part, previewed entries included:
For CC1CC(C)CN(S(=O)(=O)c2ccccc2[N+](=O)[O-])C1 (stereo not drawn) the results were Cl transport mod 1.4, L929 necroptosis 0.3, FXIIa inh 0, Hck Nef HTS 4, KLK5 inh -15, thrombin 1536 -13, FXIa inh -3, Rad51 HR inh -5 and TNF death inh 1.0.
`Cc1ccc(SCC(=O)N2CCN(c3ccccn3)CC2)cc1` gave Cl transport mod 0.36, L929 necroptosis 0.4, FXIIa inh 4, Hck Nef HTS 12, KLK5 inh -3, thrombin 1536 -6, FXIa inh 0 and TNF death inh 2.8.
For COCC1CCN(Cc2nc(-c3ccc(OC)cc3)no2)CC1 the results were L929 necroptosis -0.5, FXIIa inh 15, Hck Nef HTS 18, thrombin 1536 -1, FXIa inh 4, Rad51 HR inh 2 and TNF death inh -0.1.
CCCc1nnc(NC(=O)C(C)N2C(=O)C3C4C=CC(C4)C3C2=O)s1 (stereo not drawn) was read as L929 necroptosis 0.9, FXIIa inh 14, Hck Nef HTS 0, KLK5 inh -22, thrombin 1536 1, FXIa inh 4, Rad51 HR inh 4 and TNF death inh -0.9.
`COc1ccc(N=C2S/C(=C\c3cc(C)n(C)c3C)C(=O)N2C)cc1` gave Cl transport mod 0.2, L929 necroptosis 0.0, FXIIa inh 0, Hck Nef HTS -4, KLK5 inh 41*, thrombin 1536 12, FXIa inh 8, Rad51 HR inh -4 and TNF death inh -2.8.
`Cc1ccc(C)c(NC(=S)NCC(c2ccccc2)N(C)C)c1` (stereo not drawn) gave Cl transport mod -0.1, L929 necroptosis -0.2, Hck Nef HTS -32, KLK5 inh -3, thrombin 1536 -3, FXIa inh -3, Rad51 HR inh 5 and TNF death inh -1.3.
O=C(c1cc([N+](=O)[O-])ccc1Cl)N1CCN(c2ccc(F)cc2)CC1 was read as Cl transport mod -1.4, L929 necroptosis 0.9, FXIIa inh 12, Hck Nef HTS 3, KLK5 inh -13, thrombin 1536 -13, FXIa inh 5, Rad51 HR inh 1 and TNF death inh -1.2.
COc1ccc(CCNC(=O)C(=O)NCc2ccccn2)cc1 was read as Cl transport mod 0.016, L929 necroptosis -0.8, FXIIa inh 8, Hck Nef HTS 13, KLK5 inh 6, thrombin 1536 -2, FXIa inh 1, Rad51 HR inh -5 and TNF death inh -0.5.
`O=C1C=C(Nc2cccc(O)c2)CC(c2ccco2)C1` (stereo not drawn) gave Cl transport mod -0.62, L929 necroptosis 0.6, FXIIa inh 14, Hck Nef HTS 9, KLK5 inh 0, thrombin 1536 3, FXIa inh 6, Rad51 HR inh -2 and TNF death inh 0.1.
COc1ccc(N/N=C(\C#N)C(=O)NCCc2ccc(OC)c(OC)c2)cc1 was read as L929 necroptosis -0.9, FXIIa inh 0, Hck Nef HTS 3, KLK5 inh -4, thrombin 1536 -8, FXIa inh -2, Rad51 HR inh -9 and TNF death inh 2.2.
For COc1ccccc1CNC(=O)C1CCN(c2nc3ccccc3o2)CC1 the results were Cl transport mod -0.28, L929 necroptosis 0.9, FXIIa inh 10, Hck Nef HTS 0, KLK5 inh 0, thrombin 1536 2, FXIa inh 0, Rad51 HR inh 3 and TNF death inh 1.6.
`Cc1cc(Br)ccc1SCC(=O)Nc1cccnc1` gave Cl transport mod -0.16, L929 necroptosis 0.1, FXIIa inh 13, Hck Nef HTS -3, KLK5 inh 1, thrombin 1536 -4, FXIa inh 5, Rad51 HR inh -7 and TNF death inh 4.3.
O=C(c1cc(Cl)cc(Cl)c1)N1CCC(=O)N(C(COCc2ccccc2)Cc2ccccc2)CC1 (stereo not drawn) was read as Cl transport mod -0.89, L929 necroptosis 0.2, FXIIa inh 18, Hck Nef HTS -8, KLK5 inh 5, thrombin 1536 7, FXIa inh 10, Rad51 HR inh 2 and TNF death inh 1.1.
Screening COc1ccccc1NC(=S)NNC(=O)c1nn(C)c(C)c1Cl returned Cl transport mod 1.9, L929 necroptosis 0.1, FXIIa inh 11, Hck Nef HTS -18, KLK5 inh -242, thrombin 1536 4, FXIa inh -3, Rad51 HR inh 3 and TNF death inh -1.6.
For CCCNC(=O)c1ccc2c(c1)ncn2-c1cc(C)cc(C)c1 the results were Cl transport mod 0.052, L929 necroptosis 76*, FXIIa inh 7, Hck Nef HTS 27, KLK5 inh 5, thrombin 1536 -11, FXIa inh 1, Rad51 HR inh -39 and TNF death inh 5.2.
`CC(=O)c1cc2c(cc1NS(=O)(=O)c1ccc(C)cc1)OCO2` gave Cl transport mod 0.73, L929 necroptosis -0.3, FXIIa inh 17, Hck Nef HTS 1, KLK5 inh -11, thrombin 1536 0, FXIa inh 9, Rad51 HR inh 7 and TNF death inh -0.2.
Cc1c(NC(=O)Nc2ccc(Cl)cc2)c(=O)n(-c2ccccc2)n1C was read as L929 necroptosis 0.0, FXIIa inh -3, Hck Nef HTS 2, KLK5 inh -15, thrombin 1536 1, FXIa inh -8, Rad51 HR inh -4 and TNF death inh 0.7.
O=C1OC(N2CCN(Cc3ccccc3)CC2)c2ccccc21 (stereo not drawn) was read as Cl transport mod 0.1, L929 necroptosis -0.5, Hck Nef HTS 0, Rad51 HR inh -4 and TNF death inh -1.2.
CCOC(=O)CC(=O)c1[nH]c(C)c(C(=O)OCC)c1C was read as Cl transport mod -0.23, L929 necroptosis 1.8, FXIIa inh 6, Hck Nef HTS 24, KLK5 inh -3, thrombin 1536 -1, FXIa inh 6, Rad51 HR inh 9 and TNF death inh 0.0.
For CC(C(=O)N1c2ccccc2CCc2ccccc21)n1nnc(-c2ccc(N(C)C)cc2)n1 (stereo not drawn) the results were L929 necroptosis 0.0, FXIIa inh 16, Hck Nef HTS 0, KLK5 inh -9, thrombin 1536 3, FXIa inh 11, Rad51 HR inh 4 and TNF death inh -2.3.
`COc1cccc(CNC(=O)c2ccc3nc[nH]c3c2)c1` gave Cl transport mod -0.26, L929 necroptosis -0.1, FXIIa inh 12, Hck Nef HTS 7, KLK5 inh -16, thrombin 1536 -1, FXIa inh 0, Rad51 HR inh -2 and TNF death inh -0.3.
Screening CC(=C/c1ccc(C(C)C)cc1)/C=N/NC(=O)c1ccncc1 returned Cl transport mod -0.17, L929 necroptosis 1.1, FXIIa inh 4, Hck Nef HTS 3, KLK5 inh -18, thrombin 1536 2, FXIa inh 2, Rad51 HR inh -1 and TNF death inh 1.7.
For COc1ccccc1CNC(=O)Cn1cccc1 the results were Cl transport mod -0.022, L929 necroptosis -0.1, FXIIa inh 3, Hck Nef HTS 8, KLK5 inh 3, thrombin 1536 1, FXIa inh 3, Rad51 HR inh -1 and TNF death inh -0.3.
`CN(C)CCCN(Cc1ccccc1)C(=S)Nc1ccc(OC(F)F)cc1` gave Cl transport mod 0.098, L929 necroptosis -0.5, FXIIa inh 1, Hck Nef HTS 0, KLK5 inh 0, thrombin 1536 3, FXIa inh 2, Rad51 HR inh 0 and TNF death inh -0.4.
Screening CC(C)(C)N1NC2(CCCCC2)NC1=S returned Cl transport mod 0.75, L929 necroptosis 0.0, FXIIa inh -2, Hck Nef HTS -7, KLK5 inh -18, thrombin 1536 2, FXIa inh 1, Rad51 HR inh 2 and TNF death inh 0.9.
Cc1nn(-c2ccccc2)c(Cl)c1/C=N/Nc1ccc(S(=O)(=O)Nc2ccccc2C(=O)O)cc1[N+](=O)[O-] was read as Cl transport mod -1.1, L929 necroptosis 0.0, FXIIa inh 13, Hck Nef HTS 16, KLK5 inh 20, thrombin 1536 6, FXIa inh 6 and TNF death inh -1.1.
O=C(NN1C(=O)/C(=C/C=C/c2ccccc2)SC1=S)c1ccncc1 was read as Cl transport mod -2.3, L929 necroptosis 3.4, FXIIa inh 14, Hck Nef HTS 28, KLK5 inh -2, thrombin 1536 -8, FXIa inh 3, Rad51 HR inh -20 and TNF death inh -0.2.
O=C1NC(=Nc2ccc(F)cc2)CS1 was read as Cl transport mod 0.59, L929 necroptosis 0.4, FXIIa inh -3, Hck Nef HTS -10, KLK5 inh -4, thrombin 1536 0, FXIa inh 0, Rad51 HR inh -6 and TNF death inh 7.0.
`O=C(c1cccs1)N1CCC(c2nc3ccccc3s2)CC1` gave Cl transport mod -1.7, L929 necroptosis -0.2, FXIIa inh 20, Hck Nef HTS 2, KLK5 inh -12, thrombin 1536 6, FXIa inh 17, Rad51 HR inh 1 and TNF death inh -2.9.
Screening Cn1c(CN2CCCCC2)nc2cc(NC(=O)c3ccc(Cl)cc3)ccc21 returned Cl transport mod -0.18, L929 necroptosis 0.8, FXIIa inh 4, Hck Nef HTS 1, KLK5 inh -6, thrombin 1536 2, FXIa inh -4, Rad51 HR inh -12 and TNF death inh -4.8.
For CC(Sc1nc(-c2ccc(F)cc2)cs1)C(=O)N1c2ccccc2CC1C (stereo not drawn) the results were Cl transport mod -2.3, L929 necroptosis -0.4, FXIIa inh 17, Hck Nef HTS -1, KLK5 inh 3, thrombin 1536 13, FXIa inh 9, Rad51 HR inh -2 and TNF death inh 2.5.
CCn1c(-c2cc(-c3ccc(OC(C)C)cc3)nc3ccccc23)n[nH]c1=S was read as Cl transport mod 2, L929 necroptosis 0.6, FXIIa inh -4, Hck Nef HTS 5, KLK5 inh -98, thrombin 1536 -3, FXIa inh -8, Rad51 HR inh -4 and TNF death inh -0.7.
For O=S(=O)(Nc1ccccn1)c1cccc(S(=O)(=O)c2ccc(Cl)cc2)c1 the results were Cl transport mod -1.1, L929 necroptosis 4.4, FXIIa inh 9, Hck Nef HTS 22, KLK5 inh 13, thrombin 1536 2, FXIa inh -19, Rad51 HR inh -2 and TNF death inh -0.5.
Screening Cc1c(C(C)(C)C)c(C=S)n2ccccc12 returned Cl transport mod 0.37, L929 necroptosis 0.1, FXIIa inh 6, Hck Nef HTS 6, KLK5 inh -7, thrombin 1536 -2, FXIa inh 2, Rad51 HR inh -4 and TNF death inh -2.6.
`Cc1ccc(C(=O)N2CC(=O)Nc3ccc(F)cc3C2c2ccc(F)cc2)cc1[N+](=O)[O-]` (stereo not drawn) gave Cl transport mod 1.1, L929 necroptosis -0.3, FXIIa inh 0, Hck Nef HTS -1, KLK5 inh 5, thrombin 1536 -6, FXIa inh -7, Rad51 HR inh -13 and TNF death inh -1.9.
Screening CCOC(=O)C1(Cc2cccc(F)c2)CCN(C(=O)Cc2cccnc2)CC1 returned L929 necroptosis -0.2, FXIIa inh 3, Hck Nef HTS 22, thrombin 1536 2, FXIa inh 1 and TNF death inh 0.5.
Screening Cc1c(Br)c([N+](=O)[O-])nn1CC(=O)Nc1ccc(CC#N)cc1 returned Cl transport mod 0.59, L929 necroptosis 1.2, FXIIa inh 31, Hck Nef HTS 5, KLK5 inh 20, thrombin 1536 16, FXIa inh 28, Rad51 HR inh -5 and TNF death inh -0.4.
